Screening data (PubChem)
Cneo AK release – causes C. neoformans cell lysis; 360,000 compounds, 0.2% hits; adenylate kinase release luminescence, 4 h; normalised: neutral wells 0, clomiphene wells 100; lysis activity, % at 15 µM;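 active = mean lysis activity across replicates of at least 80%, whatever share of replicates individually reach that level; inactive = mean lysis activity below 80%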
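Material – Cryptococcus neoformans yeast cells · Quantity – 5 × 10^6 yeast cells/mL · Buffer or medium – YPD medium · Compound – single dose · Timing – 4 h static compound exposure, 37 °C, read 1 h post-reagent · Signal – adenylate kinase release luminescence · Read-out basis – lysis from increased AK signal · Benchmarks – Clomiphene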
LGR2 inh – Drosophila LGR2 receptor signaling inhibition | HEK293 LGR2, CRE-luciferase, bursicon-stimulated, 4 h | inhibition, % at 9.99 µM | 380,000 compounds, 0.35% hits | AID 720647;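 active = drop in luminescence signal, shown as inhibition above about 50% in the replicate tests, limit read from the data, passing the limit was not always enough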;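 note: agonist challenge used bursicon conditioned medium at about half maximal strength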
PAX8 reporter – lowers PAX8-driven luciferase in RMG-I cells; RMG-I TPO-luciferase reporter, SteadyGlo, 24 h; AID 652154; 360,000 compounds, 1.2% hits; inhibition, % at 12.6 µM;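 active = mean replicate inhibition at least 60% with every replicate also reaching 60%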;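 note: luciferase light reporting Pax8 driven TPO promoter activity; plate controls were median of neutral control wells for no effect and mitoxantrone controls for full effect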
EWS-Fli inh – inhibitors of EWS/Fli oncoprotein transcriptional activity. A673 NR0B1-luciferase reporter, viability-normalised. inhibition, % at 12.6 µM. 350,000 compounds, 0.67% hits;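 active = mean inhibition of at least 50% after viability correction, with every replicate also passing that limit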;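 note: firefly luciferase signal divided by Alamar Blue viability fluorescence both relative to DMSO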
PGC1a acetyl inh – modulators of PGC1a acetylation; U2OS PGC1a acetylation, AlphaScreen anti-acetyl-lysine; with virally co-expressed GCN5 acetyltransferase; inhibition, % at 15.6 µM; 350,000 compounds, 0.17% hits; AID 651687;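 active = every replicate shows inhibition of at least 40%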;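 note: 0% = neutral control wells and 100% = positive control wells; some results beyond the cut were filed as inactive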
FN deposit inh – fibronectin deposition inhibition; 350,000 compounds, 0.086% hits; AH1F fibroblasts, Alexa488-fibronectin deposition fluorescence, overnight; inhibition, % at 12.6 µM;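 active = mean inhibition across replicates of 30% or more, regardless of how many single replicates reach that level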;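 note: positive control wells lacked labelled fibronectin entirely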
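Schedule: 1 h cell adhesion before compound, then overnight fibronectin incubation; test system: AH1F fibroblast monolayer depositing Alexa488-labelled fibronectin into matrix; quantity: 10000 AH1F cells per well; probe or stimulus: fluorescent fibronectin at 24 nM final; signal: fluorescence, ex 485 nm, em 525 nm; evaluation: percent inhibition as loss of matrix-bound fibronectin fluorescence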
miR122 inh – miR-122 inhibition in Huh7 cells | Huh7 miR-122 Renilla luciferase sensor, 48 h; neutral wells = 0, positive control = 100 | activation (reporter increase), % at 12.5 µM | 340,000 compounds, 0.3% hits;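 active = mean replicate activation score at least 90 and every replicate individually at or above 90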;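 note: higher luciferase means less miR-122 activity so hits act as miR-122 inhibitors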
CASP6 VEID inh – blocks human caspase-6 cleavage activity. AID 686996. P55212. inhibition, % at 12.5 µM. purified caspase-6, Z-VEID-R110 cleavage fluorescence. 350,000 compounds, 0.53% hits;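 active = mean inhibition across replicates at least about 35%, with every replicate also reaching that limit, limit read from the data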;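 note: 0% = median of neutral control wells and 100% = no fluorescence left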
Target sequence (P55212 24-179 limits assumed): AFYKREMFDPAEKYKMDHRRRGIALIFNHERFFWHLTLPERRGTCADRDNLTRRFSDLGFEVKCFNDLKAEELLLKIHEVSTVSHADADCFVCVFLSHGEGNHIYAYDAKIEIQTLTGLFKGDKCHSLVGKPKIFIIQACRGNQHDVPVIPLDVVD
Target sequence (P55212 194-293 limits assumed): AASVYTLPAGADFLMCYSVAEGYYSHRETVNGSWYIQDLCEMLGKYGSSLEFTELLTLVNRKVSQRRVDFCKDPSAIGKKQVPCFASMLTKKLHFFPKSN
* marks the source's active call; other numbers are inactive results; nt = no result given; & = joins results of further samples; [ ] = dose if it differs, or a comment.

SMILES	Cneo AK release	LGR2 inh	PAX8 reporter	EWS-Fli inh	PGC1a acetyl inh	FN deposit inh	miR122 inh	CASP6 VEID inh
COc1ccc(NC(=O)Nc2ccc3c(c2)C(=O)N([C@H](C)CO)C[C@H](C)[C@H](CN(C)C(=O)Nc2ccc(C(F)(F)F)cc2)OCCCC[C@H](C)O3)cc1	-2	12	8	-15	-24	nt	11[16.7 µM]	-2
COC(=O)[C@]1(C)N[C@H](CN(C)S(=O)(=O)c2ccc(-c3ccccc3)cc2)[C@@H]2C(=O)N(Cc3ccccc3)C(=O)[C@@H]21	0	16	8	-7	nt	6	nt	4
Cc1cc(NNC(=O)c2cccc(C(F)(F)F)c2)nc2c1c(C)nn2C	nt	7	21	11	9	0	nt	-2
CCc1ccc2c(CN3CCN(S(=O)(=O)c4ccccc4F)CC3)cc(=O)oc2c1	1	-6	5	11	2	1	-1	-2
O=C(C1=C[C@H](c2csc3ccccc23)C[C@H](OCc2ccc(CO)cc2)O1)N1CCN(Cc2ccccc2)CC1	0	2	-5	-9	nt	0	-16	-3
C=CCN(CC=C)CCOc1ccc2ccccc2c1	nt	3	-24	-2	nt	nt	nt	-20
O=C(O)C1CCC(CNCc2ccccc2Cl)CC1 (configuration not stated)	nt	0	-3	-15	nt	4	nt	1
CCCC#Cc1ccc([C@H]2[C@H]3CN(S(=O)(=O)c4ccccc4F)CCCCN3[C@H]2CO)cc1	2	11	18	-3	1	nt	0[16.7 µM]	0
CSc1cccc(NC(=O)/C=C/c2cccc(Cl)c2)c1	-7	-120	-118	-134	2	3	-4	-1
Cn1cccc1C(=O)NC1CCCCC1	0	-12	-41	-29	1	1	-5	0
O=C(C[C@H]1CC[C@@H]2[C@H](COC[C@@H](O)CN2S(=O)(=O)c2ccc(F)cc2)O1)N[C@@H]1CCN(Cc2ccccc2)C1	-4	-1	35	-1	-8	5	2[16.7 µM]	-6
O=C(NCCN1C(=O)S/C(=C\c2cccnc2)C1=O)c1cc(S(=O)(=O)N2CCOCC2)ccc1F	25	24	11	9	0	-20	2	0
O=C(Nc1cc(S(=O)(=O)N2CCOCC2)ccc1Cl)c1ccc(=O)[nH]c1	0	-15	1	1	14	-2	-5	5
O=C(O)c1ccccc1C(=O)Nc1nccs1	-1	nt	nt	nt	4	8	-4	nt
Cn1cnnc1SCC(=O)Nc1ccccc1Oc1ccccc1	1	15	-22	-4	nt	-9	5	0
CN(CC(=O)Nc1ccccc1Cl)C(=O)COC(=O)c1ccc(Cl)nc1	-1	-5	-12	-1	14	9	2	6
O=C(Nc1c(C(=O)N2CCC(N3CCCCC3)CC2)oc2ccccc12)c1ccc(F)cc1	1	2	-11	-19	10	-8	39	-2
C[C@H](CO)N1C[C@H](C)[C@@H](CN(C)C(=O)c2ccc(F)cc2)Oc2ncc(-c3ccc(F)cc3)cc2C1=O	8	-6	nt	3	-4	5	-5[16.7 µM]	5
CN(C)C(=O)c1ccc(-c2ccccc2[C@@H]2[C@H](C#N)N(C(=O)C3CCCCC3)[C@H]2CO)cc1	nt	5	9	24	-11	-6	nt	-2
COCC(=O)Nc1ccc2c(c1)C(=O)N(C)[C@@H]1CC[C@H](CC(=O)NC3Cc4ccccc4C3)O[C@H]1CO2	-1	7	-7	-5	-4	4	-7[16.7 µM]	-2
CS(=O)(=O)c1ccccc1C(=O)N1CCN(S(=O)(=O)c2ccc(C3CCCCC3)cc2)CC1	0	11	8	6	-3	1	-11	3
COc1cc(/C=N/c2oc(C)c(C)c2C#N)cc(Br)c1O	1	9	26	19	18	1	-3	3
COc1ccccc1OCC(=O)Nc1ccc2c(c1)C(=O)N(CC1CCCO1)C2=O (configuration not stated)	nt	nt	9	6	nt	-3	nt	-3
CCOC(=O)/C(=C\C=C\N1CCOCC1)C(C)=O	nt	-17	-19	9	nt	-9	nt	19
C[C@@H]1CCCCO[C@@H](CN(C)C(=O)c2ccncc2)[C@@H](C)CN([C@H](C)CO)C(=O)c2cc(NS(=O)(=O)c3ccc(Cl)cc3)ccc2O1	1	4	1	-2	16	3	8[16.7 µM]	-2
(listing goes on)
SMILES	Cneo AK release	LGR2 inh	PAX8 reporter	EWS-Fli inh	PGC1a acetyl inh	FN deposit inh	miR122 inh	CASP6 VEID inh
CCCCNC(=O)O[C@@H]1C[C@@H]2CCN3C(=O)CCC[C@H]([C@H]1CC)[C@H]23	-1	-12	-8	-6	-1	2	-8	-2
CCOC(=O)CSc1nnc(CNC(=O)c2cccs2)n1Cc1ccccc1	0	-3	nt	nt	5	0	-6	nt
CC(C)(C)n1nnnc1C(c1cccs1)N1CCN(Cc2ccc3c(c2)OCO3)CC1 (configuration not stated)	5	nt	9	nt	-7	6	0	nt
C[C@H]1CN([C@@H](C)CO)C(=O)Cc2cc(NC(=O)CCC(F)(F)F)ccc2O[C@@H]1CN(C)C(=O)NC1CCCCC1	-21	10	-12	-2	-9	-5	-1[16.7 µM]	-3
O=C(O)c1cccc2c1C(=O)N(Cc1ccccc1)C2	0	17	-2	19	nt	1	nt	1
O=C(NNC(=O)c1ccccc1Br)c1cnccn1	1	2	-9	1	11	1	1	-3
CC(=O)c1ccc(N2CCN(CC(=O)Nc3ccccc3C(=O)NC3CC3)CC2)c(F)c1	-2	22	10	10	6	4	0	6
Cc1ccc(C(=O)NCC(=O)N/N=C/c2cccs2)cc1[N+](=O)[O-]	nt	-10	14	-16	nt	3	nt	-2
Cc1cc(NC(=O)C2=C(O)c3ccccc3S(=O)(=O)N2C)no1	0	-6	6	-8	10	0	-1	-3
C[C@@H]1CN([C@@H](C)CO)C(=O)c2ccccc2-c2ccccc2CO[C@@H]1CN(C)C(=O)C1CC1	0	-13	-3	-3	-6	-6	nt	-3
Cc1ccc2c(c1)CCCN2C(=O)Nc1ccc2c(c1)OCO2	-2	nt	-87	nt	-1	-7	-1	nt
O=C(CSc1nc(C2CC2)nc2ccccc12)N1CCCCC1	-1	20	41	nt	6	-14	-3	1
Cc1cc(NC(=O)c2ccccc2F)cc(C)c1OCC(=O)N1CCOCC1	-2	-8	-45	-13	nt	3	-9	-4
O=C(NNC(=O)C1CCN(S(=O)(=O)c2cccc(C(F)(F)F)c2)CC1)C1CC1	nt	6	4	-7	nt	11	nt	-1
C[C@H]1CN([C@@H](C)CO)C(=O)c2cc(C#CC3(O)CCCC3)cnc2O[C@@H]1CN(C)Cc1ccncc1	1	-8	-2	-8	0	nt	-6[16.7 µM]	2
c1ccc2sc(NN=C3CCCC3)nc2c1	nt	-49	-139	-20	-17	0	nt	0
ClCC1CSC(=NC23CC4CC(CC(C4)C2)C3)O1 (configuration not stated)	nt	31	-6	-8	0	-6	nt	-1
CC1CCC(NC(=O)CN(C)CC(=O)Nc2ccc(F)cc2)CC1 (configuration not stated)	-3	11	-24	-23	-7	4	10	0
COc1c(Br)cc(Br)cc1/C=N/n1c(C)nnc1C	5	nt	10	nt	10	3	-10	nt
C[C@@H]1CN([C@H](C)CO)C(=O)c2cc(NS(C)(=O)=O)ccc2O[C@@H](C)CCCCO[C@@H]1CN(C)Cc1ccc(C(F)(F)F)cc1	4	-4	13	2	6	nt	-6[16.7 µM]	nt
COc1ccc(C(=O)Nc2ccc3c(c2)OC[C@@H](C)N(C(C)=O)C[C@H](C)[C@H](OC)CN(C)C3=O)cc1	0	7	nt	-5	1	5	7[16.7 µM]	-2
Cc1ccc(-c2c(C)sc3nc[nH]c(=O)c23)cc1C	1	4	27	2	0	3	-7	4
CCN(CC)CC(=O)Nc1sc2c(c1C(=O)c1ccccc1OC)CCC2	nt	5	8	-2	0	3	nt	-2
O=C(Nn1cnnc1)c1cc2c(s1)CCCCC2	-5	nt	nt	nt	-9	8	2	nt
CC(=O)N[C@@H]1C=C[C@@H](CC(=O)NCC2CCCCC2)O[C@H]1CO	0	1	-20	-2	-9	-18	nt	2
(more compounds)
SMILES	Cneo AK release	LGR2 inh	PAX8 reporter	EWS-Fli inh	PGC1a acetyl inh	FN deposit inh	miR122 inh	CASP6 VEID inh
NC(=O)c1ncn([C@@H]2O[C@H](C(=O)N[C@H](Cc3c[nH]c4ccccc34)C(=O)N3CCN(C(=O)N4CCOCC4)CC3)[C@@H](O)[C@H]2O)n1	nt	3	-10	-8	nt	5	nt	1
COc1ccc(C2/C(=C(/O)c3ccc(Br)cc3)C(=O)C(=O)N2C)cc1OC (configuration not stated)	-1	10	-12	-1	-3	3	-2	-2
COc1cccc(NC(=O)CSCc2cc(=O)n3ccsc3n2)c1	-9	nt	nt	nt	-9	nt	-2	0
CC1Cc2ccccc2N1CC(=O)NC(=O)NC(C)(C)C (configuration not stated)	-1	5	3	8	-5	0	2	-6
CC(=O)Nc1ccc(-c2ccnc3c2CC(C(=O)Nc2cccc(C(F)(F)F)c2)O3)cc1 (configuration not stated)	1	20	10	21	10	20	-1	3
O=C(Nc1cccnc1)c1sc(Nc2ccccc2)nc1-c1ccccc1	nt	15	-9	-8	nt	1	nt	0
C[C@H]1CN([C@@H](C)CO)C(=O)c2cc(NC(=O)Nc3ccc(F)cc3)ccc2O[C@@H]1CN(C)C(=O)Nc1ccc2c(c1)OCO2	nt	-34	nt	-3	7	nt	3[16.7 µM]	-1
CCCC#Cc1ccc2c(c1)O[C@H](CN(C)C(=O)C1CCC1)[C@@H](C)CN([C@@H](C)CO)S2(=O)=O	2	21	nt	15	6	-4	7[16.7 µM]	-2
CC(=O)Nc1ccc(NCc2ccc(-c3ccccc3)cc2)cc1	-2	-10	13	5	nt	-2	-18	-1
Cc1cc(NC(=O)CSc2nc(N)c(NC(=O)c3ccccc3)c(=O)[nH]2)no1	nt	-5	-6	5	nt	nt	nt	0
C[C@@H]1CCCCO[C@H](CN(C)C(=O)c2ccncc2)[C@H](C)CN([C@@H](C)CO)C(=O)c2cc(NC(=O)c3ccccc3)ccc2O1	4&-1&4	-12&17	1&-8&2	3	-3&-3&1	-6	-3	-10&-2&-1
NC(=O)c1cc(C(=O)Cc2ccc(Cl)cc2)c[nH]1	-1	-1	-5	-34	8	4	-11	-1
C/C(CC(=O)NCc1ccccc1)=N\NC(=O)c1cnccn1	-5	-13	-14	nt	-2	-2	-7	nt
CCOC(=O)c1sc(=S)n(-c2ccc(OC)cc2)c1C	3	nt	6	3	-4	-8	-6	2
CCCCC(=O)Nc1ccc(NC(=S)NC(=O)c2cccs2)cc1OC	nt	-8	-13	0	nt	2	nt	1
Cn1c2ccccc2c(=O)c2c(=O)n(Cc3ccco3)c(-c3ccc(F)cc3)nc21	-1	6	14	1	-7	-3	-8	-2
COc1ccc(-c2cc3c(c4c2ccn4C)C2CCC3C2)cc1OC (configuration not stated)	3	26	-15	-11	-13	4	2	-2
Cc1ccc(NC(=O)CSc2nc3nc(C)cc(C)c3c(=O)[nH]2)cc1	0	nt	nt	nt	9	3	1	2
O=C(Cn1ncc2c(=O)oc3ccccc3c21)NCc1cccnc1	nt	11	-5	0	-3	-1	27	1
CS(=O)(=O)N1CC(C(=O)NC2CCCC2)Oc2ccc(Cl)cc21 (configuration not stated)	-1	nt	2	nt	-11	-9	7	nt

Four structures already listed, arranged by formula weight, low to high:
SMILES	Cneo AK release	LGR2 inh	PAX8 reporter	EWS-Fli inh	PGC1a acetyl inh	FN deposit inh	miR122 inh	CASP6 VEID inh
Cc1ccc(-c2c(C)sc3nc[nH]c(=O)c23)cc1C	1	4	27	2	0	3	-7	4
O=C(O)C1CCC(CNCc2ccccc2Cl)CC1 (configuration not stated)	nt	0	-3	-15	nt	4	nt	1
CCCCNC(=O)O[C@@H]1C[C@@H]2CCN3C(=O)CCC[C@H]([C@H]1CC)[C@H]23	-1	-12	-8	-6	-1	2	-8	-2
CC(=O)c1ccc(N2CCN(CC(=O)Nc3ccccc3C(=O)NC3CC3)CC2)c(F)c1	-2	22	10	10	6	4	0	6
